Bioassay records from PubChem.
UDG counterscr: UDG inhibition counter-screen | AID 1347430 | FRET deamination/UDG coupled assay, UDG read, 4 h | hit rate 0.14% among 91,000 | Potency, µM (series often up to 115 µM), for inactives: at the top dose activity change, negative = inhibition, usual class: inhibitors; note: nearly all actives have a fitted effect of over 65% in size
AID inhibitor: blocks human AID cytidine deaminase activity; AID deamination FRET fluorescence, UDG-coupled, 4 h; hit rate 0.32% among 91,000; AID 1347428; Potency, µM (titrated, usually from 115 µM), inactives show at the top dose activity change, negative = inhibition, actives largely listed as inhibitors; note: nearly all actives have a fitted effect of over 25% in size
Target sequence (Q9GZX7 whole entry, looked up): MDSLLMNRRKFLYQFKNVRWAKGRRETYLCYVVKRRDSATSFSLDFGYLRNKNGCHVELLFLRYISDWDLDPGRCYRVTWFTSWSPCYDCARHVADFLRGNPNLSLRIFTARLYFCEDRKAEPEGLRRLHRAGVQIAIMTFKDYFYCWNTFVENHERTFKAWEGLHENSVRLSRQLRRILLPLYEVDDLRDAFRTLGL
The depositor's hits bear a star; ? = inconclusive; & = joins results of further samples; [ ] = remark or other dose. Calls come from the whole dose curve; as a rule, active = well fitted curve in the direction sought with a large enough effect; inconclusive = small, poorly fitted or top-dose-only effect, or another doubt; inactive = no such curve, though single readings can be large; an effect the other way counts as inactive or inconclusive. % is set by controls: 0 for no effect and ±100 for the full control effect; potency is the fitted concentration of half-maximal effect. Only part of the results is shown; rates above refer to the full screens.

SMILES | UDG counterscr | AID inhibitor
CCCCCCCCCCCCCCC[C@H](O)[C@H](N)CO | 11% | -1%
CCCn1cnc2c1c(=O)n(CCCCC(C)=O)c(=O)n2C | 0% | -6%
Oc1ccc(/C=C/c2cc(O)cc(O)c2)cc1 | 7% | 5%
CCOc1ccc(C(=O)OCCN(CC)CC)cc1 | 3% | -4%
C[C@]12CCC(=O)C=C1CC[C@@H]1[C@@H]2CC[C@@]2(C)[C@H]1CC[C@]2(O)C(=O)CO | 7% | -10%
O=C(c1ccc(F)cc1)C1CCN(CCn2c(=O)[nH]c3ccccc3c2=O)CC1 | 0% | 6%
CCN(CC)CCOC(=O)C1(c2ccccc2)CCCC1 | 4% | -1%
COc1ccccc1N1CCN(CCCNc2cc(=O)n(C)c(=O)n2C)CC1 | 3% | 19%
COc1ccc(CCNc2nc(SCc3ccccc3Cl)nc3ccccc23)cc1OC | 3%[57.5 µM] | -1%
O=C(NCc1ccco1)c1ccc2c(c1)N(Cc1cccc(Cl)c1)C(=O)c1ccccc1S2=O (configuration not stated) | 4%[57.5 µM] | 4%
CCCNC(=O)C1CCC(Cn2c(=O)c3sccc3n(CC(=O)NCc3ccccc3)c2=O)CC1 (configuration not stated) | 16% | 22%
C[C@@H](N)C1CCC(C(=O)Nc2ccncc2)CC1 (some centres not stated) | -2% | 2%
C/C(=N\Nc1nnc(Cl)c2ccccc12)c1ccc([N+](=O)[O-])cc1 | -7% | -5%
CCN1CCN(CCCNC(=O)c2cc3c(s2)-c2c(C)cccc2OC3)CC1 | -16% | 3%
Cc1nc2ccccn2c(=O)c1CCN1CCC(C(=O)c2ccc(F)cc2)CC1 | -4% | 1%
COc1ccc(CNC(=O)C2CCCN(c3nnc(C)c4c(C)n(-c5ccc(C)cc5)nc34)C2)cc1 (configuration not stated) | 10% | ?
Cn1c(=O)c2[nH]c(Br)nc2n(C)c1=O | 6% | -2%
Cc1ccc(C)c(NC(=O)Cn2cc(C(=O)c3ccco3)c3ccccc32)c1 | 2% | -18%
CCc1nnc(NC(=O)CSc2nc3c([nH]c4ccccc43)c(=O)n2-c2ccc(OC)cc2)s1 | 3% | 2%
CCOCCCNC(=O)C(=O)Nc1c2c(nn1-c1ccc(OC)cc1)CSC2 | 5% | -16%

Part of the list above, set out differently:
Second line of a record: UDG counterscr | AID inhibitor
CCCn1cnc2c1c(=O)n(CCCCC(C)=O)c(=O)n2C
→ 0% | -6%
Oc1ccc(/C=C/c2cc(O)cc(O)c2)cc1
→ 7% | 5%
CCOc1ccc(C(=O)OCCN(CC)CC)cc1
→ 3% | -4%
C[C@]12CCC(=O)C=C1CC[C@@H]1[C@@H]2CC[C@@]2(C)[C@H]1CC[C@]2(O)C(=O)CO
→ 7% | -10%
O=C(c1ccc(F)cc1)C1CCN(CCn2c(=O)[nH]c3ccccc3c2=O)CC1
→ 0% | 6%
CCN(CC)CCOC(=O)C1(c2ccccc2)CCCC1
→ 4% | -1%
COc1ccccc1N1CCN(CCCNc2cc(=O)n(C)c(=O)n2C)CC1
→ 3% | 19%
COc1ccc(CCNc2nc(SCc3ccccc3Cl)nc3ccccc23)cc1OC
→ 3%[57.5 µM] | -1%
O=C(NCc1ccco1)c1ccc2c(c1)N(Cc1cccc(Cl)c1)C(=O)c1ccccc1S2=O (configuration not stated)
→ 4%[57.5 µM] | 4%
CCCNC(=O)C1CCC(Cn2c(=O)c3sccc3n(CC(=O)NCc3ccccc3)c2=O)CC1 (configuration not stated)
→ 16% | 22%
C[C@@H](N)C1CCC(C(=O)Nc2ccncc2)CC1 (some centres not stated)
→ -2% | 2%
C/C(=N\Nc1nnc(Cl)c2ccccc12)c1ccc([N+](=O)[O-])cc1
→ -7% | -5%
CCN1CCN(CCCNC(=O)c2cc3c(s2)-c2c(C)cccc2OC3)CC1
→ -16% | 3%
Cc1nc2ccccn2c(=O)c1CCN1CCC(C(=O)c2ccc(F)cc2)CC1
→ -4% | 1%
COc1ccc(CNC(=O)C2CCCN(c3nnc(C)c4c(C)n(-c5ccc(C)cc5)nc34)C2)cc1 (configuration not stated)
→ 10% | ?
Cn1c(=O)c2[nH]c(Br)nc2n(C)c1=O
→ 6% | -2%
Cc1ccc(C)c(NC(=O)Cn2cc(C(=O)c3ccco3)c3ccccc32)c1
→ 2% | -18%
CCc1nnc(NC(=O)CSc2nc3c([nH]c4ccccc43)c(=O)n2-c2ccc(OC)cc2)s1
→ 3% | 2%

Fetched by compound from the entries so far:
SMILES | UDG counterscr | AID inhibitor
CCN1CCN(CCCNC(=O)c2cc3c(s2)-c2c(C)cccc2OC3)CC1 | -16% | 3%
O=C(c1ccc(F)cc1)C1CCN(CCn2c(=O)[nH]c3ccccc3c2=O)CC1 | 0% | 6%

The list continues.
SMILES | UDG counterscr | AID inhibitor
COc1ccc(/C=C/C(=O)Nc2ccccc2C(=O)O)cc1OC | 8% | 11%
NC(=O)c1cn(Cc2c(F)cccc2F)nn1 | 8% | 3%
CCN(CC)CCn1c(=O)c(Cc2ccc(OC)cc2)nc2ccccc21 | -4% | -7%
CCOC(=O)N1CCc2c(sc3c2c(=O)n(Cc2ccccc2)c(=O)n3CC(=O)Nc2ccc(F)cc2)C1 | -9%[57.5 µM] | -13%
COc1ccc(-n2ccn(CC(=O)Nc3ccc(C)c(C)c3)c(=O)c2=O)cc1OC | 9%[57.5 µM] | 10%
CCOc1ccc(NC(=O)Cn2cc(C(=O)c3ccco3)c3ccccc32)cc1 | 3% | -9%
CN(C(=O)CCCOc1ccc2[nH]c(=O)ccc2c1)C1CCCCC1 | 3% | -7%
CC(=O)c1ccc(S(=O)(=O)NC(=O)NC2CCCCC2)cc1 | -7% | 4%
O=C(CC1N=C2c3ccccc3N=C(SCc3ccc(F)cc3)N2C1=O)NC1CCCCC1 (configuration not stated) | 46%[activator] | -21%
CN(C)CCOC(C)(c1ccccc1)c1ccccn1 (configuration not stated) | 2%&3% | 6%&7%
COc1ccc(CC(=O)NCC(c2cccs2)S(=O)(=O)c2ccc(Cl)cc2)cc1 (configuration not stated) | -2% | ?
Cc1[nH]n2c(=O)cc(-c3ccc(Cl)cc3)nc2c1-c1ccccc1 | -9% | ?
COc1cc(C(c2c(C)[nH][nH]c2=O)c2c(C)[nH][nH]c2=O)ccc1OC(=O)c1ccccc1F | -13%[57.5 µM] | -12%[57.5 µM]
O=C(CCNNC(=O)c1ccncc1)NCc1ccccc1 | 4% | 6%
OCCN1CCN(CCCN2c3ccccc3Sc3ccc(Cl)cc32)CC1 | -6% | -19%
CCN(CC)CCNC(=O)c1cc(Cl)c(N)cc1OC | 2% | 4%
CCC(=O)N1CCC(C(=O)O)CC1 | -5% | -1%
